Peg3 prom inh = inhibitors of Peg3 promoter. 360,000 compounds, 1.7% hits. HeLa PEG-Prom luciferase reporter, luminescence, overnight. inhibition, % at 20 µM;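 active means inhibition of at least 50% at 20 µM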
NR2E3 ag-1 = activates human photoreceptor nuclear receptor NR2E3; GST-NR2E3/biotin-RetCOR TR-FRET, 1536-well; inhibition of corepressor binding, % at 4.78 µM; 320,000 compounds, 0.12% hits; AID 2300;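 active means percent inhibition above the cutoff of mean plus 3 SD of all tested compounds, set per screening campaign, cut at about 20% in these data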;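 further: 0% = DMSO wells and 100% = biotin wells as full block of FRET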
Target sequence (Q9Y5X4 whole entry, looked up): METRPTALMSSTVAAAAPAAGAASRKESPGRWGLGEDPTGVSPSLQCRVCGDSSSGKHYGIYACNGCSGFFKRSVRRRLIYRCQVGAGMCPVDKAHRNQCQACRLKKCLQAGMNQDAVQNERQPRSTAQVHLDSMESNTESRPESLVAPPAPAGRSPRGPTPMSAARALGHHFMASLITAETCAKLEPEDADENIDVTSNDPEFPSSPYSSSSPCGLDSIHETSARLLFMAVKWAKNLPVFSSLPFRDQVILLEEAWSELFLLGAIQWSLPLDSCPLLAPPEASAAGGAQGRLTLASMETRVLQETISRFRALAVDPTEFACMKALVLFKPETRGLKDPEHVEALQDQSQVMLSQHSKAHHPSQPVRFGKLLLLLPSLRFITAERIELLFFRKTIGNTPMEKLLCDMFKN
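Test system: GST-NR2E3 and biotin-RetCOR proteins | Quantity: 1.35 nM GST-tagged NR2E3 final | Medium: Tris pH 7.5 | Also added: 7 nM biotin-RetCOR | Dosing: Compound at 4.8 µM, single dose | Timing: 5 h at 4 °C | Detection: Time-resolved FRET | Read-out basis: Percent inhibition | Benchmarks: Biotin wells as high control, 0.6% DMSO wells as low control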
Shn3 3UTR inh = Schnurri-3 reporter inhibition in Clone20 osteoblasts; 360,000 compounds, 0.52% hits; Clone20 osteoblast Shn3 3'UTR firefly luciferase, 24 h; inhibition, % at 12.5 µM;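 active means mean inhibition of at least 75% with every replicate also reaching 75%; inconclusive means mean inhibition at least 75% but some replicate below; inactive means mean inhibition below 75%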;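 further: 0% = median of neutral control wells and 100% = pilot-screen positive control compound; some compounds past the cut are filed as inactive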
CF NFkB block = inhibitors of cystic fibrosis induced NF-kB | inhibition, % at 5 µM | 360,000 compounds, 0.86% hits | KKLEB NF-kB-GFP reporter, PAF-induced, GFP fluorescence overnight;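 active means at least 50% inhibition at 5 µM, scaled per plate between neutral and stimulator controls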;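 further: PAF is a Pseudomonas aeruginosa culture filtrate used as stimulus; plate controls were PAF-stimulated DMSO wells for no effect and unstimulated DMSO wells for full effect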
NR2E3 ag-2 = agonists of human NR2E3 nuclear receptor | Q9Y5X4 | CHO-S Gal4-NCOR/VP16-NR2E3 two-hybrid, luciferase | inhibition of corepressor binding, % at 3.98 µM | 360,000 compounds, 0.35% hits | AID 602229;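 active means inhibition above the mean of all tested compounds plus 3 SD, cut at about 70% in these data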;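 further: 0% = DMSO with NR2E3 transfected cells and 100% = cells lacking NR2E3 construct; higher means lower luciferase signal from less NR2E3 corepressor binding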
Vif inh = inhibitors of HIV Vif; HEK293T cells, Vif self-association by quenched fluorescence, imaging, 24 h; inhibition, % at 7.49 µM; 340,000 compounds, 0.35% hits; AID 602346; in the data active means inhibition above about 50%, passing the limit was not always enough; inconclusive means no clear call, values can overlap the other calls; inactive means below about 31%; further: some results filed as inactive read as strong as hits
HIF-2a block = blocks HIF-2a reporter activity; 786-0 RCC cells HIF-2a reporter, luciferase luminescence, overnight; inhibition, % at 18.8 µM; 360,000 compounds, 0.72% hits; AID 624352;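 active means inhibition of the luminescence signal of 40% or more relative to plate controls, in a single-dose primary screen at 18.75 µM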
KKLEB cytotox = CF airway cell cytotoxicity counter-screen; 360,000 compounds, 0.36% hits; KKLEB CF airway cells viability, ATPlite luminescence, overnight; stronger effect = lower value; cells stimulated with P. aeruginosa culture filtrate; AID 602141; activity change (cytotoxicity), % at 5 µM;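 active means corrected activity change at or below -50% at 5 µM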
TRPM1 prom inh = reduces MITF-dependent TRPM1 promoter luciferase signal; SK-MEL-5 TRPM1 promoter luciferase, 24 h; inhibition, % at 12.5 µM; 330,000 compounds, 0.83% hits;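 active means mean inhibition across replicates of 60% or more, whatever share of single replicates reaches that level; inconclusive means some that reach 60%, reason not given; inactive means mean inhibition across replicates below 60%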; further: values of inactives mirror those of a sister screen read the other way
PDI inh = PDI (human) enzyme inhibition; PDI insulin aggregation turbidity, A650, 90 min; inhibition, % at 10 µM; 350,000 compounds, 0.052% hits;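 active means mean inhibition across replicates of 30% or more, whatever share of single replicates reach that level; inconclusive means mean inhibition below 30% while every single replicate reaches 30%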;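 further: absorbance from insulin aggregation driven by PDI reduction with DTT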
Target sequence (P07237 whole entry, looked up): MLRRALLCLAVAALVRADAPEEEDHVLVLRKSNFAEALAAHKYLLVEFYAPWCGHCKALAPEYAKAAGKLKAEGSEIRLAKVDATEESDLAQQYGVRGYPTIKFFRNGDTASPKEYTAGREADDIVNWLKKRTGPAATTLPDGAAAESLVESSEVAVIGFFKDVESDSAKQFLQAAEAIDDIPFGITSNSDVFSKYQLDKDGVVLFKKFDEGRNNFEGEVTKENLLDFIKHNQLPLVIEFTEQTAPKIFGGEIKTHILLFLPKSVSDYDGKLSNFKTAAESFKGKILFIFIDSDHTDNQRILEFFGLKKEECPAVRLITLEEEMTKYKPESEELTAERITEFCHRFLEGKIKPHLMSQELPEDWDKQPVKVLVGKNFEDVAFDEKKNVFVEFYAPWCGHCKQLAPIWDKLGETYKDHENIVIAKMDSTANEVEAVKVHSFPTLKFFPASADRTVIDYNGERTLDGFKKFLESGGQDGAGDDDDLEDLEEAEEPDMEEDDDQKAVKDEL
CaV13 FRET inh = Primary screen for inhibitors of IQ motif and Ca2+-dependent inactivation inhibitor domain binding in CACNA1D, Förster resonance energy transfer in living cells, …; inhibition, % at 12.3 µM; HEK cells, CFP/YFP FRET ICDI-IQ, plate reader, 10 min; percent FRET-ratio fall versus neutral wells; 340,000 compounds, 0.098% hits; AID 743397;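 active means mean replicate inhibition of at least 30% and at least 1% of replicates passing that level; inconclusive means only one of the two criteria is met; inactive means neither criterion is met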;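 further: 0% = median of the neutral control wells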
Starred values were filed as active, the others as inactive; ? = inconclusive; . = no result given.

Each structure is followed by: TRPM1 prom inh	KKLEB cytotox	CaV13 FRET inh	Shn3 3UTR inh	NR2E3 ag-2	Vif inh	CF NFkB block	Peg3 prom inh	PDI inh	NR2E3 ag-1	HIF-2a block
- CCOc1ccc(OCCN2C(=O)NC(Cc3c[nH]c4ccccc34)C2=O)cc1 (configuration not stated)
  -4.5	-12.9	-4.1	-8.2	-0.7	2.0	-1.7	-2.9	0.8	-0.3	4.9
- O=C(CN(Cc1ccccc1)S(=O)(=O)c1ccccc1)N/N=C/c1ccc([N+](=O)[O-])cc1
  13.7	20.7	-6.4	8.6	-27.5	-4.9	-43.7	26.8	-0.9	3.9	1.8
- COc1ccc(NC(=O)c2cc3cc(OC)ccc3oc2=O)cc1
  -3.8	8.2	-4.5	-30.9	0.1	-16.4	-15.2	-39.9	1.3	0.7	-34.9
- CCCCN(C)CCCNC(=O)c1cc(=O)[nH]c2ccc(S(=O)(=O)N3CCCCC3C)cc12 (configuration not stated)
  -2.7	0.9	-3.5	12.4	-9.6	1.1	-6.8	12.2	3.9	0.7	9.7
- COc1cc(C)ccc1OCC(=O)OCC(=O)NCC1CCCCC1
  -0.8	0.1	-5.0	-2.4	-12.3	-4.1	-13.8	11.1	4.7	.	16.4
- COc1ccc2c(c1)C(C)CC(C)(C)N2C(=O)Nc1ccccc1 (configuration not stated)
  -17.9	15.7	-11.7	-38.0	-20.6	-2.0	-29.3	-24.3	-2.3	-3.3	-31.0
- COc1ccc(N2CCN(C(=O)c3ccc(Cl)c(S(=O)(=O)N4CCOCC4)c3)CC2)cc1
  6.5	5.3	-2.3	-9.7	10.0	1.4	-6.7	-5.2	0.0	.	3.2
- O=S(=O)(Cc1ccccc1)N1CCN(Cc2ccc3c(c2)OCO3)CC1
  -4.4	-0.1	-5.5	5.2	5.9	.	-3.4	-6.5	2.2	3.0	3.5
- CCNc1nc(Cl)nc(NCc2ccccc2)n1
  8.9	-5.4	-4.4	5.0	3.4	-0.3	7.0	-11.1	-7.5	-0.1	-2.7
- COC(=O)c1nc(NC(=O)c2ccccc2Br)n[nH]1
  -3.4	-16.6	11.3	18.4	-3.5	0.6	42.9	10.5	2.3	.	14.6
- COc1ccc(C(c2nnnn2Cc2ccccc2)N2CCN(C(=O)c3ccco3)CC2)cc1OC (configuration not stated)
  7.2	10.0	-6.1	3.0	-2.3	9.8	-5.5	11.6	0.3	1.3	9.1
- Clc1ccc(-c2csc(N3CCOCC3)n2)cc1
  -116.5	0.9	5.3	-43.1	-134.8	0.0	-1.9	-383.5	-14.3	.	-358.1
- C/C(=N\Nc1ccc(C(=O)O)cc1)c1ccc(-n2ccnc2)cc1
  -38.7	9.5	-0.3	-86.0	-93.9	-5.3	4.3	-179.2	1.4	-2.2	-154.8
- COc1cccc(OC)c1CNC(=O)CCSCc1ccccc1F
  4.2	6.5	-1.9	-6.2	-19.0	-4.5	-21.2	15.4	-3.7	-3.0	5.2
- COc1ccc(CCNc2nc3ccccc3n3cnnc23)cc1OC
  -7.7	-5.5	-4.0	3.4	-6.5	1.4	4.2	-27.9	0.4	7.1	-16.1
- CSc1ncccc1C(=O)OCC(=O)NC(N)=O
  -6.7	-0.9	-6.4	-17.0	7.4	1.7	6.3	4.5	-7.3	1.3	7.3
- C[C@H](CO)N1C[C@H](C)[C@@H](CN(C)S(=O)(=O)c2ccccc2)Oc2ccc(NC(=O)c3ccncc3)cc2C1=O
  -8.0	4.6	-2.2	4.9	6.3	-2.3	-1.3	-7.5	-2.0	.	7.5
- NC(=O)CSc1nc(N)c2c3c(sc2n1)CCCCC3
  -31.1	-5.6	-3.7	-13.1	-23.2	-8.2	-6.9	-120.8	1.0	-1.6	-109.2
- COc1cc(C(=O)Nc2ccc(N3CCN(C(=O)c4ccc(C)cc4)CC3)cc2)cc(OC)c1OC
  -1.6	5.2	-4.9	0.5	-1.7	-5.6	-0.3	-7.5	-3.5	1.7	15.0
- COc1ccc(C(=O)NC2CCCc3ccccc32)cc1S(=O)(=O)N1CCOCC1 (configuration not stated)
  20.7	6.8	0.0	18.3	-7.5	3.8	6.0	9.1	11.3	1.4	18.2
- COCCN(C(=O)c1csnn1)C(C(=O)NC1CCCCC1)c1sccc1C (configuration not stated)
  1.0	2.3	-5.2	0.5	-19.8	19.8	-3.8	22.2	-8.5	-1.1	16.8
- COc1ccccc1N1CCN(C(=S)NC(=O)/C=C/c2ccccc2)CC1
  -7.1	-2.1	-10.5	-19.4	-23.4	4.5	13.6	-68.1	5.0	3.2	-146.8
- CC1=Nc2ccccc2/C1=C\c1nc(-c2ccccc2)oc1O
  -6.7	7.2	-11.0	-23.3	-42.6	-7.8	-9.5	7.8	-7.0	1.9	3.2
- CCOC(=O)[C@@H]1[C@H]2COc3ccc(Br)cc3[C@@H]2N2C(=O)N(c3ccc(Cl)cc3)C(=O)[C@]12C
  4.8	2.9	-11.3	18.0	-3.2	2.1	5.9	9.5	-3.4	4.4	1.6
- CN(c1ccccc1)S(=O)(=O)c1cccc(NC(=O)c2ccncc2)c1
  6.6	8.1	-4.5	68.9	53.5	-22.0	-18.9	18.2	-4.7	-2.9	6.2
- CCOC(=O)C1CCCN(C(=O)CCNS(=O)(=O)c2ccc3c(c2)CCC(=O)N3)C1 (configuration not stated)
  9.9	1.1	-3.6	11.5	-1.8	8.9	2.3	17.4	1.0	3.8	-6.1
- CCOc1ccc(NC(=O)CN2C(=O)COc3ccccc32)cc1
  8.7	6.3	-19.3	-17.3	-22.1	-4.3	-4.9	7.5	0.4	-2.2	-13.3
- COc1ccc(N2C(=O)/C(=C\c3ccco3)N=C2SCC(N)=O)cc1Cl
  2.4	-3.9	-1.2	-14.5	-2.8	4.9	9.7	19.1	-0.6	2.7	13.9
- CN(CC(=O)Nc1cccc(F)c1)C(=O)CCNC(=O)c1ccc(Br)cc1
  -11.1	0.7	.	-34.8	-69.8	-6.0	-11.1	-73.2	-24.9	2.5	-93.1
- Cc1cccc(N(C(=O)CS(=O)CC(=O)Nc2ccc3c(c2)OCO3)C(C)C(=O)NC2CCCC2)c1C (configuration not stated)
  8.4	-1.7	-2.4	1.7	-3.1	2.1	-17.6	13.9	1.4	-0.5	17.8

(more compounds)
Each structure is followed by: TRPM1 prom inh	KKLEB cytotox	CaV13 FRET inh	Shn3 3UTR inh	NR2E3 ag-2	Vif inh	CF NFkB block	Peg3 prom inh	PDI inh	NR2E3 ag-1	HIF-2a block
- COc1ccc(C2=CCN3CCCCC3C2)c(-c2ccc(OC)c(OC)c2)c1 (configuration not stated)
  -22.0	-11.8	-12.4	4.0	-40.3	-2.7	17.4	-47.6	1.9	.	-54.9
- Cc1nn(C)cc1C(C)NC(=O)c1cc(COc2ccc(F)c(F)c2)on1 (configuration not stated)
  -14.7	7.3	-13.9	-3.0	-10.5	-3.7	3.4	-32.9	0.1	-1.9	-19.1
- CC(C)CCN1CCN(Cc2ccc(Sc3nncn3C)o2)CC1CCO (configuration not stated)
  6.3	-9.7	2.0	11.7	-2.9	-5.6	14.8	1.8	-5.4	0.3	0.0
- OCCC#Cc1ccc(CN2CCN(C3CCCCC3)C(CCO)C2)cc1 (configuration not stated)
  5.7	8.9	-6.8	5.8	6.3	-2.3	-1.0	-3.6	-4.1	2.4	-1.8
- O=C(NCc1ccccc1Cl)c1ccc(S(=O)(=O)Nc2cccc(C(F)(F)F)c2)cc1
  -2.2	-6.1	-4.6	-45.6	16.3	-3.1	-12.7	16.0	1.4	1.7	18.0
- O=C(COc1ccc(F)cc1)NCCCn1ccnc1
  17.1	11.0	-2.9	-52.3	-28.8	?	-6.3	-20.4	4.0	.	7.6
- COc1c(Cl)cnn(-c2cccc(C)c2)c1=O
  2.4	-3.7	-20.5	-4.9	-11.9	7.0	-4.6	14.3	6.4	-2.0	8.2
- Cc1csc(NC(=O)Cc2nn(C)c(=O)c3ccccc23)n1
  23.5	1.2	-0.1	83.7	68.4	-25.0	-0.7	1.1	-0.9	1.9	5.7
- NS(=O)(=O)c1ccc(O)c(NC(=O)c2ccc([N+](=O)[O-])o2)c1
  -2.3	-4.5	-3.3	-23.9	-5.0	-7.4	-3.6	-5.3	3.0	-1.7	3.2
- O=C1CCC(C(=O)N2CCCC2)CN1Cc1cccc(C(F)(F)F)c1 (configuration not stated)
  7.2	13.6	-5.7	5.0	-3.1	3.8	-6.4	8.6	-1.5	3.3	9.7
- Cc1ccc(-c2nc3c(c(SCC(=O)N4CCOCC4)n2)COC(C)(C)C3)cc1
  -10.9	-3.6	-2.8	16.9	12.6	15.1	16.0	0.6	-4.3	4.3	11.0
- CCOC(=O)COn1c(=O)c[n+]([O-])c2ccccc21
  8.3	7.0	-4.3	-1.4	-24.5	2.7	-17.7	-2.8	-0.3	1.2	16.1
- CCC1CCCCN1C(=O)c1ccc(OC2CCN(C(=O)COC)CC2)cc1 (configuration not stated)
  -7.9	6.8	-9.1	-0.4	-17.0	28.9	4.1	8.1	-6.4	0.7	1.9
- Cc1c(C(=O)NCC2CCCO2)oc2ccc(S(=O)(=O)N3CCCC3)cc12 (configuration not stated)
  3.2	-6.9	-5.2	10.4	-13.3	-5.5	-6.6	9.0	-0.2	2.0	25.9
- Nc1cc(Oc2ccc(F)cc2F)cc([N+](=O)[O-])c1
  -20.1	-12.5	-2.8	-8.9	-5.9	-0.4	4.7	17.4	-0.4	2.3	5.2
- Cn1c(NCc2cc(Br)ccc2O)nc2ccccc21
  -29.2	-1.5	-5.0	-8.9	-21.0	-12.9	-1.4	-59.8	-0.8	0.4	-111.6
- Cc1ccsc1C(=O)OCC(=O)NCc1ccc2c(c1)OCO2
  -5.9	5.8	-5.4	-13.7	8.4	-3.2	-3.8	-164.2	-0.2	3.4	-139.9
- CC(C)C(C)NC(=O)Cn1cnc2c(oc3ccccc32)c1=O (configuration not stated)
  -3.2	12.6	-2.7	-45.6	-5.6	2.3	-12.6	-67.4	-3.6	7.8	-124.6
- CCc1nnc(NC(=O)CSc2nnc(C3CC3)n2C)s1
  10.8	2.9	-6.2	5.7	14.2	-5.0	-17.1	15.4	-16.1	2.5	-2.4
- O=C1[C@H](Cc2ccccc2)NCC=CC[C@H](c2ccco2)N1Cc1ccccc1
  -15.1	-8.3	-5.4	5.4	-14.5	1.3	18.8	4.4	2.6	.	19.3

Outcome played no part in choosing rows. Share with any hit: about 3.3%.
